LYP inhibition = inhibitors of LYP phosphatase, biochemical, fluorescence intensity, uHTS (AID 1779). recombinant LYP phosphatase, fluorescence intensity; higher % means a stronger effect. hit rate 0.054% among 290,000. inhibition, % at 11.5 µM; hits with a dose series show IC50 in µM;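 note: plate controls were vehicle with enzyme for no effect and no enzyme for full effect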
Hep lipid drop = modulators of hepatic lipid droplet formation; AML12 mouse hepatocytes, oleate lipid droplets, BODIPY imaging; inhibition, % at 6.5 µM; hit rate 0.4% among 240,000; AID 1656;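 active = lipid droplet intensity inhibited by at least 50%, with more than 500 cells counted; inconclusive = wells with under 300 cells, treated as cytotoxic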
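System: AML12 hepatocytes (mouse). Probe or stimulus: oleic acid at 100 µM to induce lipid droplet formation. Times: overnight treatment with compound plus oleate. Detection: Image-based BODIPY and DAPI two-channel analysis. Evaluation: percent inhibition of filter-corrected integrated lipid droplet intensity per well.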
NOD2 inhibition = inhibition of NOD2-driven NF-kB reporter – cell-based, luminescence, uHTS, HEK293 (AID 1566). one-dose inhibition, % at 4 µM; EC50 in µM for titrated hits. HEK293 NOD2/NF-kB luciferase reporter, luminescence; higher % means a stronger effect. hit rate 0.63% among 290,000; note: many of its hits are not listed in these tables
HIV fusion peptide = inhibitors of HIV fusion peptide binding, primary screen, biochemical, uHTS, fluorescence dequenching (AID 1986); cell-free peptide binding, fluorescence dequenching, 30 min; higher % means a stronger effect; inhibition, % at 20 µM; hits with a dose series show IC50 in µM; hit rate 0.3% among 290,000; in the data active = inhibition mostly above about 52%, no sharp cut-off; inactive = mostly below about 76%; note: some results filed as inactive read as strong as hits
Dengue-2 NS5 capping = Dengue-2 NS5 methyltransferase inhibitors, primary screen, biochemical, confirmation dose response (AID 588689); inhibition, % at 25 µM; hits with a dose series show IC50 in µM; hit rate 0.3% among 340,000; Dengue-2 NS5 methyltransferase capping enzyme assay, biochemical; higher % means a stronger effect; in the data active = a potency from the dose series; inconclusive = inhibition above about 29% without an active follow-up result
Siah-1 displacement = Siah-1 peptide-binding antagonists, primary screen, biochemical, fluorescence polarization, rhodamine-plectin, uHTS (AID 1817); hit rate 0.02% among 290,000; Siah-1 / rhodamine-plectin peptide fluorescence polarization; higher % means a stronger effect; one-dose displacement, % at 20 µM; IC50 in µM for titrated hits;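 active = displacement of at least 50% at 20 µM, with a fluorescence ratio check between 0.3 and a set limit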;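 note: plate controls were Siah plus tracer with DMSO for no effect and tracer alone without Siah for full effect; strong numbers were not always called active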
Myeloid diff MLP = myeloid differentiation induction; ER-HoxA9 myeloid progenitors, lysozyme-GFP differentiation, flow cytometry; calls only at 10 µM; hit rate 1% among 360,000;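 active = normalized GFP-positive differentiation at or above the plate's own cutoff, the solvent-only control mean plus 3 SD; inconclusive = no clear call, values can overlap the other calls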;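 note: cells exposed to compound for four days before flow analysis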
XIAP antagonists = small molecules displacing peptide from XIAP – biochemical, IAP family, fluorescence polarization (AID 1018); one-dose displacement, % at 20 µM; IC50 in µM for titrated hits; XIAP BIR domain, fluorescence polarization peptide displacement; higher % means a stronger effect; hit rate 0.007% among 200,000; in the data active = displacement above about 50%; note: a part of the inactive calls stands beside numbers as strong as those of hits
AID2073 = disruptors of CaV2.2 binding to Mint1 – biochemical, HTRF (AID 2073). HTRF protein-protein interaction, Mint1-CaV2.2; higher % means a stronger effect. one-dose inhibition, % at 20 µM; IC50 in µM for titrated hits. hit rate 0.19% among 290,000; in the data active = inhibition mostly above about 51%, no sharp cut-off; inconclusive = no clear call, values can overlap the other calls; inactive = mostly below about 53%; note: some results filed as inactive read as strong as hits
Hep lipid drop cells 6.5 µM = further read-out of Hep lipid drop, marked with its call; cell count; measured here: cell count, cytotoxicity flag;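 cells counted across two imaged fields per well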
Dengue-2 NS5 capping pilot replicate = recorded beside Dengue-2 NS5 capping, whose call it bears; inhibition, %; measured here: pilot screen replicate inhibition
Myeloid diff MLP GFP+ MAC1+ % = recorded beside Myeloid diff MLP, whose call it bears; GFP+ MAC1+ double positive, %; measured here: differentiation confirmed by MAC1 staining
An asterisk follows results filed as active; i = inactive; u = inconclusive; x = not tested or not shown. Cut-off read from the data, not from the text of the source, unless noted: active = inhibition above about 50%; inactive = the rest.

SMILES	LYP inhibition	Hep lipid drop	Hep lipid drop cells 6.5 µM	NOD2 inhibition	HIV fusion peptide	Dengue-2 NS5 capping	Siah-1 displacement	Myeloid diff MLP	Myeloid diff MLP GFP+ MAC1+ %	XIAP antagonists	AID2073	others
Cc1ccc(NC(=O)CN2C(=O)NC3(CCC(C)CC3)C2=O)c(Cl)c1 (centres undefined)	-2%	x	x	7%	-1.5%	-6%	-1%	i	5.5	-5.5%	-4%
COc1cc(C2=NOC(C(=O)Nc3cc(C)on3)C2)cc(OC)c1OC (centres undefined)	-6%	12	695	10%	-0.4%	5%	15%	i	0.2	x	2%
Cc1n(Cc2ccccc2)c2ccccc2[n+]1Cc1ccccc1	-15%	-44	685	22%	2.5%	-5%	7%	i	0.4	x	-8%
Cc1ccc(CNC(=O)COc2ccc3c(c2)CCC3)cc1	-2%	23	719	13%	-4.0%	-4%	-3%	i	0.0	-0.1%	-2%
O=C(CCN1C(=O)C2CC=C(Cl)CC2C1=O)NCc1ccccc1 (centres undefined)	-2%	2	792	13%	4.6%	0%	0%	i	0.5	-3.6%	-2%
CCNc1nc(NCC)nc(N/N=C/c2ccc(N(C)C)cc2)n1	-8%	-2	659	17%	-0.4%	-1%	7%	i	0.3	-6.3%	0%
O=C(COC(=O)c1cc(Cl)ccc1[N+](=O)[O-])Nc1cccc2ccccc12	0%	0	628	10%	-1.0%	-6%	-4%	i	0.4	-5.5%	-4%
Cc1ccc(C(=O)CC2(O)C(=O)N(CCc3ccccc3)c3ccc(Br)cc32)o1 (centres undefined)	-8%	53*	750*	-14%	1.1%	-5%	-3%	i	2.4	-2.2%	0%
NNC(=O)c1nc[nH]c1C(=O)Nc1ccccc1	-5%	0	846	-17%	-1.9%	-1%	-6%	i	0.5	x	12%
Cc1nn(CC2CC2)c(=O)n1-c1ccc(Oc2ccccc2)cc1	4%	-4	693	-7%	1.0%	0%	-1%	i	1.2	-6.1%	-5%
COc1c(F)c(F)c(C(=O)Nc2ccccc2N2CCN(C(=O)C(C)C)CC2)c(F)c1F	2%	-6	769	-17%	-1.1%	1%	-4%	i	0.6	-6.3%	10%
CC(C)Sc1n[nH]c(=O)n1-c1cccc(C(F)(F)F)c1	-1%	-8	726	9%	-0.5%	-11%	-1%	i	0.9	x	8%
CC(C)c1ccc(NC(=O)CCNS(=O)(=O)c2cccc3nsnc23)cc1	-1%	6	774	25%	-0.5%	-1%	-3%	i	2.3	0.2%	2%
Cc1cc(C)n(Cc2ccc(Cl)cc2Cl)c(=O)c1S(=O)(=O)c1ccccc1	0%	-38	579	-8%	-3.4%	-4%	-5%	i	0.9	-3.8%	1%
C=CCn1c(C(CCCC)CC(C)O)n[nH]c1=S (centres undefined)	-5%	-5	625	11%	-1.3%	-4%	6%	i	0.7	-5.2%	-4%
COc1ccccc1CCNC(=O)NC1CCCCC1	-6%	-11	682	-12%	0.8%	-6%	8%	i	0.2	-4.0%	10%
Cc1ccc(-c2csc3nc[nH]c(=S)c23)cc1C	4%	6	623	44%	-0.7%	-8%	0%	i	0.6	-1.0%	-11%
Cc1cc(Cl)ccc1OCC(=O)Nc1nc(-c2cccnc2)cs1	-9%	-9	690	-10%	-0.9%	-8%	-1%	i	0.8	x	-4%
CC(C)n1c(SCCCc2ccccc2)nc2c1c(=O)[nH]c(=O)n2C	-2%	-31	665	18%	1.2%	-3%	3%	i	2.8	-5.4%	-15%
Cc1cc2oc(=O)cc(CN3CCCCC3)c2cc1C	-6%	6	822	-4%	-1.1%	2%	-3%	i	1.2	x	16%
CCn1c(=O)[nH]c2cc(C(=O)N3CCN(c4ccccc4)CC3)ccc2c1=O	-6%	8	727	9%	0.4%	2%	0%	i	0.3	-5.6%	-5%
Oc1c(N=NC(=S)Nc2ccccc2F)c2ccccc2n1Cc1ccc(F)cc1	2%	26	671	-28%	-3.1%	19%	-10%	i	1.1	-4.2%	8%
CC(=O)c1ccccc1N(C(=O)Cn1nnc2ccccc21)C(C(=O)NCC1CCCO1)c1ccc(N2CCOCC2)cc1 (centres undefined)	-5%	-14	668	-2%	0.5%	-13%	9%	i	0.5	-3.3%	-5%
Cc1ccc(-n2c([C@@H]3C[C@H]3c3ccccc3)n[nH]c2=S)cc1	-5%	8	594	18%	-2.5%	-9%	0%	i	0.4	-0.4%	-24%
CCC(=O)NC(=S)Nc1ccc(NC(=S)NC(=O)c2ccc(C)cc2)cc1	-2%	2	678	11%	0.7%	-6%	6%	i	0.5	-5.6%	38%
O=S(=O)(NC1CC(NS(=O)(=O)OCC(Cl)(Cl)Cl)C2CCCCC12)OCC(Cl)(Cl)Cl (centres undefined)	-11%	-1	817	43%	2.7%	0%	3%	i	1.5	x	0%
Cc1cc(=O)oc2cc(OCC(=O)OCC(=O)NC(C)C)ccc12	1%	8	666	-8%	-2.5%	-1%	-8%	i	0.2	-0.7%	18%
COc1ccccc1/C=C/C(=O)NCC(=O)N/N=C/c1ccccc1[N+](=O)[O-]	-1%	-2	759	11%	-0.3%	-3%	11%	i	0.2	-7.5%	u
CCOc1ccc(NC(=S)N2CCN(c3ccc(N4CCOCC4)nn3)CC2)cc1	-6%	-10	706	-22%	-0.6%	3%	7%	i	0.1	-8.4%	-12%
CN1CCN(C(=O)CCCOc2ccc(Cl)cc2Cl)CC1	-8%	x	x	8%	-1.6%	-1%	-4%	i	1.0	-2.4%	-5%	Dengue-2 NS5 capping pilot replicate=-6.2
O=S(=O)(Nc1ccccn1)c1ccc(Oc2ccccc2)cc1	-13%	-3	701	18%	-0.6%	2%	0%	i	0.2	-5.7%	-7%
COc1ccc(/C=N/NC(=O)c2ccc(NC(=O)C3CCCCC3)cc2)cc1O	-5%	-2	668	9%	-2.0%	2%	0%	i	0.8	x	-6%
COc1cc2c(cc1OC)C(SC)=NC1(CCCC1)C2	-2%	-2	675	17%	-0.8%	-4%	0%	i	0.4	-8.8%	38%
CN(C)/C=C/C(=O)c1ccc(Cl)s1	-3%	-27	647	-5%	0.5%	-7%	0%	i	0.5	-16%	-10%
O=[N+]([O-])c1cc2c(cc1/C=N/n1cnnc1)OCO2	-2%	19	700	8%	-1.3%	-11%	7%	i	0.5	-2.5%	-11%
O=C(c1ccc(Cl)c([N+](=O)[O-])c1)N1CCN(Cc2ccc3c(c2)OCO3)CC1	-4%	9	637	27%	-0.7%	3%	-3%	i	0.2	-7.1%	3%

Next section, overlapping the part above by 3 compounds.
SMILES	LYP inhibition	Hep lipid drop	Hep lipid drop cells 6.5 µM	NOD2 inhibition	HIV fusion peptide	Dengue-2 NS5 capping	Siah-1 displacement	Myeloid diff MLP	Myeloid diff MLP GFP+ MAC1+ %	XIAP antagonists	AID2073	others
CN(C)/C=C/C(=O)c1ccc(Cl)s1	-3%	-27	647	-5%	0.5%	-7%	0%	i	0.5	-16%	-10%
O=[N+]([O-])c1cc2c(cc1/C=N/n1cnnc1)OCO2	-2%	19	700	8%	-1.3%	-11%	7%	i	0.5	-2.5%	-11%
O=C(c1ccc(Cl)c([N+](=O)[O-])c1)N1CCN(Cc2ccc3c(c2)OCO3)CC1	-4%	9	637	27%	-0.7%	3%	-3%	i	0.2	-7.1%	3%
COc1ccc(CNS(=O)(=O)c2ccc(C3CNC(=O)C3)cc2)cc1 (centres undefined)	0%	19	744	-11%	-1.6%	-1%	2%	i	0.6	-2.7%	-4%
CCOc1cccc2sc(N(CCCN(C)C)C(=O)c3ccc(C(=O)c4ccccc4)cc3)nc12	-14%	1	856	13%	-0.3%	-2%	9%	i	5.5	x	6%
Cn1c(Cc2ccccc2)nnc1SCC(=O)c1cccs1	-9%	8	807	-77%	-1.8%	-5%	-1%	i	0.5	-4.1%	-4%
O=C(NCC(O)c1ccccc1)c1ccccc1 (centres undefined)	-1%	10	718	-31%	1.1%	-6%	-2%	i	1.1	x	-5%
O=S(=O)(c1cccc(S(=O)(=O)N2CCN(c3ncccn3)CC2)c1)N1CCOCC1	-5%	0	756	-1%	0.6%	-1%	-2%	i	0.0	0.4%	13%
CC(C)S(=O)(=O)c1csc(C(=O)NN)c1-n1cccc1	-2%	6	703	27%	-2.6%	8%	9%	i	0.4	x	3%
COc1cccc(C(=O)CC(C(=O)O)c2ccc(Cl)cc2)c1 (centres undefined)	-7%	-6	829	23%	3.4%	1%	4%	x	x	x	-1%
Cc1cccc(CN2CCC(CNC(=O)Nc3ccc(F)c(Cl)c3)CC2)c1	-8%	-46	777	32%	-0.4%	-5%	-2%	i	0.9	x	-4%
O=C(COc1ccc(F)cc1)Nc1nc2c(s1)CCCC2	-1%	1	843	-11%	-1.3%	3%	1%	i	0.4	x	-6%
Cc1cc(NC(CC(C)C)C(=O)O)nc(Cc2ccccc2)n1 (centres undefined)	-4%	x	x	-5%	0.1%	-3%	-2%	i	0.6	-5.0%	7%
CCOC(=O)N1CCN(S(=O)(=O)c2cc([N+](=O)[O-])ccc2C)CC1	-3%	3	704	8%	-0.5%	-3%	-1%	i	0.2	1.0%	7%
Cc1ccc(S(=O)(=O)/N=C(\Sc2ccccc2)c2ccccc2)cc1	0%	x	x	-3%	-0.4%	-10%	4%	i	1.0	-1.1%	-26%
Cc1ccc(OCCN(C)C(=O)C2CCC(=O)N(CCCN3CCCC3=O)C2)cc1 (centres undefined)	-16%	15	731	19%	-0.9%	-14%	-4%	i	0.6	x	-4%
CC1(C)CC2CN(C(=O)Cc3ccccc3)C(C)(C2)C1 (centres undefined)	-9%	-29	717	2%	0.0%	8%	-2%	i	0.2	-8.5%	-9%
CCN(CC(=O)Nc1ccccc1OC)C(=O)CCc1ccccc1	-8%	-1	856	2%	0.1%	-2%	2%	i	3.0	x	-1%
COC(=O)c1cc(NC(=O)c2ccccc2)c(=O)oc1/C=C/Nc1ccc(Oc2ccccc2)cc1	3%	9	663	5%	145%	u	i	i	0.2	16%	6.8µM*
CCOc1ccc(S(=O)(=O)n2nc(C)cc2C)c2ccccc12	2%	-28	693	14%	0.3%	-5%	2%	i	0.8	-2.3%	-2%
C=C(C)Cn1c(SCC(=O)N/N=C/c2c(O)ccc3ccccc23)nc2ccccc2c1=O	-9%	-14	681	5%	-1.3%	1%	-4%	i	0.1	-14%	4%
CC(=O)N1CCN(S(=O)(=O)c2cccc(C(=O)OCC(=O)NC(=O)c3cccn3C)c2)CC1	-3%	3	572	18%	-0.6%	-3%	2%	i	0.5	2.1%	-2%
O=C(NCCc1csc(-c2ccccc2)n1)c1c(F)cccc1Cl	-3%	15	696	24%	-1.2%	4%	4%	i	0.3	-5.0%	-2%

Compound activity (PubChem BioAssay)

Not all compounds are listed; rates above refer to the full screens.
